Bioassay records (PubChem)
GPR35 antagonists: GPR35 antagonists blocking zaprinast-driven arrestin recruitment, primary screen, imaging, U2OS, beta-arrestin-GFP, zaprinast agonist (AID 2058) | U2OS GPR35 beta-arrestin-GFP translocation imaging, zaprinast antagonism; higher % means a stronger effect | inhibition, % at 10 µM; hits with a dose series show IC50 in µM | 0.052% of 290,000 active;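 active means inhibition of at least 50% with at least 30 cells and total cytoplasm GFP at most 10,000,000; inconclusive means under 30 cells or total GFP of 10,000,000 plus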
KOR beta-arrestin-1: KOR agonists, beta-arrestin recruitment, primary screen, cell-based, luminescence, uHTS (AID 1777). Kappa-type opioid receptor (Homo sapiens). KOR beta-arrestin recruitment, luminescence; higher % means a stronger effect. activation, % at 10 µM, or EC50 in µM where a hit was titrated. 0.02% of 280,000 active; in the data active means activation above about 50%, passing the limit was not always enough; further: a part of the inactive calls stands beside numbers as strong as those of hits
West Nile virus CPE: West Nile virus antiviral activity, cell-based, CPE readout (AID 1621). one-dose CPE inhibition, % at 10 µM; IC50 in µM for titrated hits. 0.02% of 290,000 active. West Nile virus-infected cells, CPE inhibition; higher % means a stronger effect; in the data active means a potency from the dose series; inconclusive means CPE inhibition mostly from about 3.7% at the one dose, without a potency; inactive means the rest, 99 in 100 with CPE inhibition below about 2.2%; further: strong numbers were not always called active
NOD1 inhibition: NOD1 signaling inhibitors, primary screen, cell-based, luminescence, uHTS (AID 1578) | NOD1-driven NF-kB luciferase reporter cells, luminescence; higher % means a stronger effect | one-dose inhibition, % at 4 µM; EC50 in µM for titrated hits | 1% of 290,000 active; in the data active means inhibition mostly above about 36%, no sharp cut-off; inactive means mostly below about 34%;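 further: HEK-293T reporter cells stimulated with the NOD1 agonist gamma-tri-DAP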
Dengue-2 NS5 capping: Dengue-2 NS5 methyltransferase inhibitors, primary screen, biochemical, confirmation dose response (AID 588689); Genome polyprotein (Dengue virus type 2 (strain 16681-PDK53)); Dengue-2 NS5 methyltransferase capping enzyme assay, biochemical; higher % means a stronger effect; one-dose inhibition, % at 25 µM; IC50 in µM for titrated hits; 0.3% of 340,000 active; in the data active means a potency from the dose series; inconclusive means inhibition above about 29% without an active follow-up result
GPR55 antagonists: GPR55 antagonists blocking LPI-driven arrestin recruitment, primary screen, imaging, U2OS, beta-arrestin-GFP, LPI agonist (AID 2013). 0.13% of 290,000 active. inhibition, % at 10 µM; hits with a dose series show IC50 in µM. U2OS GPR55 beta-arrestin-GFP translocation imaging, LPI antagonism; higher % means a stronger effect;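 active means spots per cell inhibited over 60%, with over 100 cells counted and total cytoplasm intensity under 500,000; inconclusive means wells with under 100 cells, flagged as likely toxic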;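 further: U2OS cells stably carrying GPR55 and arrestin-GFP stimulated by 5 µM LPI near EC80; imaged beta-arrestin-GFP aggregate spots per cell after agonist stimulation; plate controls were LPI-stimulated DMSO wells for no effect and DMSO wells without LPI for full effect; some results filed as inactive read as strong as hits; confirmed hits need IC50 under 10 µM and bright autofluorescent wells are also inconclusive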
HIV peptide binding: inhibitors of HIV fusion peptide binding, primary screen, biochemical, uHTS, fluorescence dequenching (AID 1986) | cell-free peptide binding, fluorescence dequenching, 30 min; higher % means a stronger effect | inhibition, % at 20 µM, or IC50 in µM where a hit was titrated | 0.3% of 290,000 active; in the data active means inhibition mostly above about 52%, no sharp cut-off; inactive means mostly below about 76%; further: some results filed as inactive read as strong as hits
KOR beta-arrestin-2: KOR antagonists, beta-arrestin recruitment, cell-based, luminescence, uHTS (AID 1778) | 0.091% of 290,000 active | one-dose inhibition, % at 10 µM; IC50 in µM for titrated hits | KOR beta-arrestin recruitment, luminescence, antagonist mode; higher % means a stronger effect; in the data active means inhibition above about 50%; further: strong numbers were not always called active
GPR55 beta-arrestin: GPR55 agonists via beta-arrestin recruitment, primary screen, imaging, U2OS cells, beta-arrestin-GFP redistribution (AID 1961). U2OS GPR55 beta-arrestin-GFP redistribution imaging; higher % means a stronger effect. one-dose activation, % at 10 µM; EC50 in µM for titrated hits. 0.048% of 290,000 active;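 active means activation above 40% with more than 50 cells counted in the well; inconclusive means wells holding fewer than 50 cells, flagged as toxic or sparse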;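 further: U2OS osteosarcoma cells stably expressing GPR55 and beta-arrestin-GFP; plate controls were DMSO negative control for no effect and LPI positive control for full effect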
Dengue-2 NS5 capping pilot replicate: also measured in Dengue-2 NS5 capping; calls as there; inhibition, %; measured here: pilot screen replicate inhibition
Active calls of the source: *; ? = inconclusive; nt = no result given; [ ] = remark or other dose. These rows are one share of the data, so the mix of outcomes need not match the whole.

Preview (four entries):
SMILES | GPR35 antagonists | KOR beta-arrestin-1 | West Nile virus CPE | NOD1 inhibition | Dengue-2 NS5 capping | GPR55 antagonists | HIV peptide binding | KOR beta-arrestin-2 | GPR55 beta-arrestin | others
CCCCC(CC)Cn1c(N)c(C#N)c2nc3ccccc3nc21 (centres undefined) | 18.7% | 6.6% | -1.4% | -4.2% | -17.3% | -19.8% | 3.2% | -15.8% | -0.1%
CNC(=O)Nc1ccccc1NC(=O)NC | 7.0% | 0.6% | 0.3% | -4.1% | 7.1% | 0.0% | -1.4% | 27.8% | -0.1%
O=C(COc1ccc(-n2cnnn2)cc1)Nc1cccc(Cl)c1Cl | -7.5% | -0.4% | ? | -39.3% | -1.6% | 5.5% | 0.5% | 44.8% | -0.1%
COc1ccccc1N(C(=O)c1ccco1)C(C(=O)NC1CCCC1)c1ccncc1 (centres undefined) | -11.3% | -3.9% | 0.0% | -17.2% | -3.2% | -9.7% | -2.0% | -3.4% | -0.3%

The listing (from the top)
SMILES | GPR35 antagonists | KOR beta-arrestin-1 | West Nile virus CPE | NOD1 inhibition | Dengue-2 NS5 capping | GPR55 antagonists | HIV peptide binding | KOR beta-arrestin-2 | GPR55 beta-arrestin | others
CCCCC(CC)Cn1c(N)c(C#N)c2nc3ccccc3nc21 (centres undefined) | 18.7% | 6.6% | -1.4% | -4.2% | -17.3% | -19.8% | 3.2% | -15.8% | -0.1%
CNC(=O)Nc1ccccc1NC(=O)NC | 7.0% | 0.6% | 0.3% | -4.1% | 7.1% | 0.0% | -1.4% | 27.8% | -0.1%
O=C(COc1ccc(-n2cnnn2)cc1)Nc1cccc(Cl)c1Cl | -7.5% | -0.4% | ? | -39.3% | -1.6% | 5.5% | 0.5% | 44.8% | -0.1%
COc1ccccc1N(C(=O)c1ccco1)C(C(=O)NC1CCCC1)c1ccncc1 (centres undefined) | -11.3% | -3.9% | 0.0% | -17.2% | -3.2% | -9.7% | -2.0% | -3.4% | -0.3%
CC(C)c1nnc(NC(=O)c2sc3ccccc3c2Cl)s1 | -1.5% | -0.1% | 0.0% | -30.7% | 3.8% | 11.8% | 10.6% | 16.2% | -0.1%
C=CCSc1n[nH]c(-c2cccs2)n1 | 13.6% | -3.0% | 0.1% | -10.0% | -2.0% | -6.5% | 0.1% | 18.7% | 0.1%
Cc1nc(SCC(=O)N2CCC(C(N)=O)CC2)n[nH]1 | -5.7% | 0.3% | -0.3% | 4.0% | -5.5% | -2.1% | 0.7% | -5.5% | 0.2%
CC1C(=O)N(Cc2ccccc2F)c2ccccc2N1C(=O)c1c(F)cccc1F (centres undefined) | 9.7% | 4.8% | 1.8% | 18.6% | 3.9% | -29.2% | -0.2% | -7.3% | 0.0%
Cc1ccc(NC(=O)CCC(=O)NNC(=O)c2ccco2)c(C)c1 | -4.9% | 11.0% | -0.5% | -12.8% | 4.0% | -1.9% | -2.1% | -23.3% | 0.2%
CCNc1nc(Oc2ccc(=O)[nH]n2)nc(N2CCOCC2)n1 | 18.7% | -0.1% | 0.5% | 18.3% | -2.5% | 8.0% | 26.3% | 4.2% | 0.0%
O=c1[nH]c(=S)[nH]nc1Cc1ccccc1 | 24.4% | 1.3% | 0.5% | nt | -2.5% | -15.5% | -4.8% | -37.5% | -0.3% | Dengue-2 NS5 capping pilot replicate=-1.5
CCC(=O)c1cc(-c2nc3ccccc3n2C)n(C)c1 | -5.1% | -1.9% | -0.3% | -23.3% | -4.0% | 11.6% | -0.6% | 3.1% | -0.2%
CS(=O)(=O)c1ccc2nc(NC(=O)C3COc4ccccc4O3)sc2c1 (centres undefined) | 15.0% | 2.3% | -0.1% | -43.1% | 9.1% | 18.5% | -0.3% | 0.8% | -0.3%
CC(C)(C)c1cc(C(=O)NNC(=O)Nc2cccc(Cl)c2)n(Cc2ccccc2)n1 | -1.7% | 1.7% | -1.1% | 2.1% | 2.3% | 3.6% | 2.5% | 42.6% | 0.2%
O=C(Nc1nnc(C2CC2)s1)c1cc2c(s1)CCCCCC2 | 14.7% | -3.8% | ? | -28.2% | nt | 1.9% | 0.2% | -33.6% | 0.4%
Cn1c(=O)c2c(ncn2CC(=O)N2CCCCCC2)n(C)c1=O | 1.5% | nt | 0.3% | -7.8% | -7.0% | -10.9% | 0.8% | nt | -0.1%
CCOP(=O)(c1ccccc1)C(O)c1ccccc1 (centres undefined) | -16.5% | 11.0% | 0.4% | -11.3% | -7.2% | 10.0% | -1.0% | -8.8% | 0.4%
NC(=O)CN1CCOCCN(CC(N)=O)CCOCC1 | -5.5% | nt | 0.0% | -5.9% | nt | 7.2% | 1.7% | -17.6% | 0.1%
CCOC(=O)c1c(S(=O)(=O)NCC(=O)Nc2ccc(F)cc2F)c(C)n(C)c1C | 15.0% | 9.4% | 0.1% | -15.2% | -7.3% | -4.2% | -0.1% | -20.7% | 0.2%
COC(=O)CNC(=O)c1ccc(C)s1 | -10.0% | 1.4% | -0.3% | -19.7% | -4.8% | 0.0% | 0.9% | -43.6% | -0.1%
O=C(O)c1ccccc1N/N=C/C1=C(N2CCOCC2)C(=C\c2ccccc2)/CC1 | -10.9% | 2.7% | -0.5% | -11.5% | -48.7% | 8.1% | 37.9% | -8.2% | -0.1%
O=C1C=C(NCCOC23CC4CC(CC(C4)C2)C3)C2(CCCCC2)O1 | -7.8% | -2.6% | -1.2% | -43.6% | -3.9% | 3.1% | 0.3% | 16.7% | -0.8%
Cc1nc2ccccc2c(=O)n1C1CCCCCC1 | -13.5% | -6.9% | 0.2% | -0.6% | -4.2% | 3.2% | 1.2% | -5.1% | -0.3%
O=C(O)C1Nc2c(cccc2C(F)(F)F)C2C=CCC12 (centres undefined) | -11.3% | 2.5% | 1.2% | -8.8% | nt | 8.1% | 12.7µM* | -6.3% | 0.0%
O=C(CCC(=O)OCC(=O)c1ccc([N+](=O)[O-])cc1)Nc1ccccc1Cl | -2.5% | -2.0% | -0.4% | -54.3% | 3.2% | 15.4% | -0.5% | -9.5% | 0.8%
OC(COc1ccc(Br)cc1)CN1CCC(Cc2ccccc2)CC1 (centres undefined) | -10.2% | -5.2% | -0.3% | -12.2% | -8.6% | 12.6% | 1.4% | -46.7% | 0.3%
O=C(CSc1nnnn1C1CCCCC1)N1CCCC1 | 7.5% | -3.3% | -0.6% | -19.4% | -1.4% | 4.1% | 0.3% | -23.9% | -0.2%
COc1ccc(C(CC(=O)N2CCCC2)c2c(OC)cc(OC)c3c(-c4ccccc4)cc(=O)oc23)cc1 (centres undefined) | -5.1% | 4.5% | -0.7% | -12.5% | -5.0% | 15.2% | 1.4% | 4.4% | 0.7%
COc1ccc(-n2c(CCc3ccccc3)n[nH]c2=S)cc1 | 8.5% | -4.2% | -0.1% | -25.5% | 5.4% | 3.5% | -0.9% | -7.5% | -0.2%
COC(=O)c1ccc2c(=O)n(C3CCCCC3)c(SCC#N)nc2c1 | -3.0% | 3.4% | -0.2% | 7.9% | -5.6% | -9.8% | -0.9% | -26.0% | -0.1%
CCOc1ccc(/C=N/n2c(SC)nnc(C(C)(C)C)c2=O)cc1 | 2.6% | -1.4% | 0.2% | -20.0% | -3.4% | 3.4% | 1.3% | 2.7% | -0.1%
CCCC(=O)OCC(=O)Nc1cc(Cl)ccc1[N+](=O)[O-] | -10.5% | -3.3% | -0.1% | -35.8% | -4.5% | -8.6% | -0.9% | 1.2% | -0.2%
O=C1CC(Nc2cc(=O)[nH]c(=O)[nH]2)C(=O)N1c1ccccc1Cl (centres undefined) | -0.8% | 0.1% | 0.8% | -4.6% | -5.4% | -13.6% | 0.6% | 12.2% | -0.1%
Cc1cc(C)cc(C(=O)N2CCN(c3ccccn3)CC2)c1 | 13.5% | -4.1% | -0.6% | -4.1% | -6.9% | 3.2% | -0.7% | -2.1% | -0.1%
CN(Cc1ccccc1)C(=O)[C@@H]1CCCN1S(=O)(=O)c1ccc(Cl)cc1 | -1.1% | -4.1% | -0.4% | 0.8% | 7.3% | -12.1% | -0.5% | -2.1% | -0.3%
CCCCNC(=O)c1ccc(S(=O)(=O)c2ccc(Cl)cc2)c(NC(C)=O)c1 | 3.3% | -3.2% | -0.3% | 1.7% | -1.4% | 3.5% | -0.4% | 9.7% | -0.1%
CC1CN(CC(=O)Nc2cccc(C(=O)Nc3cccc(C(F)(F)F)c3)c2)CC(C)O1 (centres undefined) | 17.6% | -1.7% | -0.2% | -9.0% | 4.4% | 12.6% | -0.3% | -7.4% | 0.0%
O=Cc1nc(-c2ccccc2Cl)n2ccccc12 | 10.5% | -4.9% | 1.1% | 2.3% | -4.5% | 2.9% | -1.2% | -31.7% | -0.2%
CCOC(=O)C1(CC2CCCCO2)CCN(C(=O)Nc2ccc(C(=O)OC)cc2)CC1 (centres undefined) | 0.0% | -0.4% | -0.4% | 0.6% | 3.5% | 3.2% | 0.8% | -25.7% | 0.2%
CC12CCC(c3c(C(=O)Nc4nccs4)nn(-c4ccccc4)c31)C2(C)C (centres undefined) | 3.2% | 1.4% | 1.0% | 7.8% | -2.1% | -5.4% | 1.8% | -2.7% | 2.4%
Cc1cc(C)c(C#N)c(SCc2nc3ccccc3[nH]2)n1 | 0.0% | -1.0% | -0.1% | -43.2% | 3.2% | 5.4% | -1.5% | 32.4% | -0.2%
CCOC(=O)c1sc2cc([N+](=O)[O-])cc(SCC(C)C)c2c1N | 3.9% | 0.9% | -0.3% | -31.1% | -9.6% | 8.6% | 8.6% | 11.0% | 0.523µM*
Nc1nn2c(-c3ccccc3)cc(=O)[nH]c2c1N=Nc1ccc(O)cc1 | 7.5% | -4.8% | 0.3% | nt | 29.6% | 5.2% | -2.9% | -33.5%[20 µM] | 0.2%
COc1ccc(C2=NC(C(F)(F)F)(C(F)(F)F)c3c(n(C)c(=O)n(C)c3=O)N2)cc1 | -12.2% | 7.7% | 0.1% | nt | -1.6% | 5.5% | -4.9% | -45.1% | -0.1%
COc1ccccc1CC(=O)Nc1ccc(S(=O)(=O)N2CCN(C)CC2)cc1 | 2.7% | -0.9% | -0.4% | -6.8% | 0.0% | 20.1% | 0.7% | 18.0% | 0.0%
COc1ccc(C(=O)C2CCCN(Cc3ccc4nonc4c3)C2)c(OC)c1 (centres undefined) | -18.5% | 1.3% | -0.6% | -21.3% | 3.8% | 4.8% | -0.5% | 3.3% | -0.2%
